Bioassay records deposited in PubChem by National Center for Advancing Translational Sciences (NCATS).
APE1 inh – inhibitors of human APE1 endonuclease; recombinant APE1, TAMRA/BHQ-2 abasic DNA cleavage fluorescence; Potency, µM (titrated, usually from 65.8 µM), for the others: at the top dose activity change, negative = inhibition, hits mostly inhibitors; 0.35% of 350,000 active;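 further: potency means the concentration at half of the fitted maximal effect; plate controls were vehicle for no effect and reference inhibitor for full effect; nearly all actives have a fitted effect of over 55% in size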
Target sequence (P27695 whole entry, looked up): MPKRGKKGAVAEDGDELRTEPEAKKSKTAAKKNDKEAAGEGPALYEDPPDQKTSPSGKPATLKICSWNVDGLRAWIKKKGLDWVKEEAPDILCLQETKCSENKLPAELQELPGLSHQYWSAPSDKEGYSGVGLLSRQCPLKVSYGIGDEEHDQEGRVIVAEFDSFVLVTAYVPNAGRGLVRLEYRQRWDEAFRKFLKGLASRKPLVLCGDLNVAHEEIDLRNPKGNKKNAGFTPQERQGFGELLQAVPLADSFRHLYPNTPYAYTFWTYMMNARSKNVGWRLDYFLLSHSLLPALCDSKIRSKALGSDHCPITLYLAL
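Activity was derived from the fluorescence gain between first and third kinetic reads (60 s intervals, ex 525/em 598 nm) after 50 nM THF-abasic TAMRA/BHQ-2 duplex was added to 0.75 nM APE1 preincubated 15 min with compound.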
Apoferritin bind – candidate novel general anesthetic via apoferritin binding; 0.074% of 350,000 active; P02791; Potency, µM (series often up to 77.5 µM), for the others: at the highest dose activity change, negative = displacement, most hits filed as inhibitors; apoferritin/1-aminoanthracene competitive binding, fluorescence; further: potency means the concentration at half of the fitted maximal effect; on the % scale 0 is the no-effect control and ±100 the full control effect; nearly all actives have a fitted effect of over 20% in size
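Apoferritin-based anesthetic binding model; compound displacement of fluorescent 1-AMA measured as endpoint fluorescence after 10 minutes at room temperature, scaled to free-ligand and complex controls.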
Pol eta inh – inhibitors of human DNA polymerase eta | 1.2% of 390,000 active | recombinant Pol eta, fluorescent DNA replication assay | Q9Y253 | Potency, µM (titrated, usually from 114 µM), inactives show at the highest dose activity change, negative = inhibition, hits mostly inhibitors; further: potency means the concentration at half of the fitted maximal effect; on the % scale 0 is the no-effect control and ±100 the full control effect
Target sequence (Q9Y253 whole entry, looked up): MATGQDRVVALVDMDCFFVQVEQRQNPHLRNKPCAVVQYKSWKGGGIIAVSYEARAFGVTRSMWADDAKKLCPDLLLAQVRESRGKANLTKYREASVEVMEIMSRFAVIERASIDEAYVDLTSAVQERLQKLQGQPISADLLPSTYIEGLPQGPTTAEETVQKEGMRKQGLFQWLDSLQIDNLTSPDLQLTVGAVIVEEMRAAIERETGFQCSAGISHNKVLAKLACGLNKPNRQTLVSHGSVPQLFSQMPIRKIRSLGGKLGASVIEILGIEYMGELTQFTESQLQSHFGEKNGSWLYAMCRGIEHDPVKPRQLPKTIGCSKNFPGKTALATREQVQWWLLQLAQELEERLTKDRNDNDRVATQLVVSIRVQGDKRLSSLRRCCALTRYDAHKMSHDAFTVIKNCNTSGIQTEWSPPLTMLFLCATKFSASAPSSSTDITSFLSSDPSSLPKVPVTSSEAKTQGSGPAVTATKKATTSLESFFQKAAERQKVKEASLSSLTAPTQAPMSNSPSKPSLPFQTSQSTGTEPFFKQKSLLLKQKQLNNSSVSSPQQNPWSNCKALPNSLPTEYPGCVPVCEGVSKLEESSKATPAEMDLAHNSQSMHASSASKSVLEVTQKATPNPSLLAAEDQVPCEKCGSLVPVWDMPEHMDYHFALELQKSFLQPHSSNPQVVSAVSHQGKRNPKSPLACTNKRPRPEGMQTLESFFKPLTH
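Fluorescent replication assay: 50 nM final substrate added after a 15 min room-temperature compound preincubation with 10 nM enzyme. Signal taken at 0 min and again at 10 min.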
Pol kappa inh – inhibitors of human DNA polymerase kappa; Q9UBT6; purified Pol kappa, fluorescent DNA synthesis assay, 10 min; Potency, µM (top dose mostly 107 µM), inactives show at the top dose activity, negative = inhibition, most hits filed as inhibitors; 0.53% of 400,000 active; AID 588579; further: potency means the concentration at half of the fitted maximal effect; on the % scale 0 is the no-effect control and ±100 the full control effect
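First, compounds were pin-transferred onto 10 nM Pol kappa. After 15 min at room temperature, substrate was added to 50 nM final. Fluorescence was then measured kinetically at 0 and 10 min.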
Pol iota inh – blocks human DNA polymerase iota activity | Q9UNA4 | Pol iota fluorescent replication assay, 10 min | Potency, µM (titrated, usually from 115 µM), without a hit: top-dose activity, negative = inhibition, most hits filed as inhibitors | 1% of 390,000 active | AID 588590; further: potency means the concentration at half of the fitted maximal effect
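Pol iota at 10 nM preincubated 15 min with compounds at room temperature; reaction started with fluorescent substrate, 50 nM final. Fluorescence read kinetically at 0 and 10 min; buffer-only wells as negative control.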
GRP78 ERSR act – induces the endoplasmic reticulum stress response in human glioma cells; AID 602332; Potency, µM, without a hit: top-dose activation, actives largely listed as activators; 0.02% of 420,000 active; U87-MG GRP78 promoter luciferase reporter, 16 h; further: potency means the concentration at half of the fitted maximal effect; series mostly up to about 76 µM; % of control where 0% means no effect; nearly all actives have a fitted effect of over 35% in size
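Stably transfected U87-MG glioma cells carrying a GRP78-based luciferase sensor; 16 h compound incubation. Luminescence end-point read 10 min after Bright-Glo addition at room temperature.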
POLB inh – blocks human DNA polymerase beta activity | AID 485314 | Pol beta primer extension/strand displacement, fluorescence kinetic | 1.3% of 340,000 active | Potency, µM (highest dose often 114 µM), inactives show at the highest dose activity change, negative = inhibition, hits mostly inhibitors; further: potency means the concentration at half of the fitted maximal effect; on the % scale 0 is the no-effect control and ±100 the full control effect
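Enzyme-only controls used 10 nM Pol beta; buffer lacking enzyme served as negative control. Compound preincubated 15 min, then 50 nM substrate added; 0 and 10 min reads at room temperature.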
BLM helicase inh – inhibitors of human Bloom syndrome helicase BLM | P54132 | recombinant BLM DNA unwinding, fluorescence dequenching | Potency, µM (titrated, usually from 56.1 µM), for the others: top-dose activity change, negative = inhibition, usual class: inhibitors | 0.2% of 350,000 active;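 further: potency means the concentration at half of the fitted maximal effect; plate controls were vehicle for no effect and no enzyme for full effect; nearly all actives have a fitted effect of over 35% in size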
LDHA block – blocks human lactate dehydrogenase A; P00338; purified LDHA, NADH/diaphorase-resazurin fluorescence; stronger effect = lower value; activity change, % (values are at about 110 or 230 µM); 0.15% of 480,000 active; AID 1347041; in the data active means activity change below about -30%; inconclusive means mostly about -25% to -30%;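 further: plate controls were DMSO wells for no effect and wells without enzyme for full effect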
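LDH5 2 nM; NADH 0.06 mM, pyruvate 0.2 mM; 200 mM Tris pH 7.4, EDTA, Tween-20; 5 min RT. Detection: diaphorase 0.133 mg/mL + resazurin 37 µM, fluorescence ex540/em590 at 0 and 20 min; normalized to enzyme-free and DMSO wells.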
* marks the source's active call; other numbers are inactive results; ? = inconclusive; . = not tested or not shown; & = joins results of further samples; [ ] = remark or other dose. Unless noted, the call rests on the fitted dose curve; in most records, active means well fitted curve in the direction sought with a large enough effect; inconclusive means small, poorly fitted or top-dose-only effect, or another doubt; inactive means no such curve, though single readings can be large; an effect the other way counts as inactive or inconclusive. An excerpt; count on the stated rates, not on these rows.

SMILES	APE1 inh	Apoferritin bind	Pol eta inh	Pol kappa inh	Pol iota inh	GRP78 ERSR act	POLB inh	BLM helicase inh	LDHA block
CC1(CC(=O)N/N=C/c2ccc(-c3ccc(C(=O)O)cc3)o2)OCCO1	-7%	-16%	-22%	-1%	-5%	-2%	1%	-1%	-3
C=CCn1c(SCc2nc3sc(C(=O)O)c(C)c3c(=O)[nH]2)nnc1-c1ccccc1	15%	-2%	32µM*	-37%	?	-1%	0%	-10%	2
COc1cc(-c2ccc3oc(-c4ccsc4)cc(=O)c3c2)cc(OC)c1OC	-7%	.	-25%	-3%	0%	-2%	.	.	1
Cn1c(=S)sc2ccc3ccccc3c21	.	.	-16%	-6%	-7%	-4%	.	.	0
O=S(=O)(NC12CC3CC(CC(C3)C1)C2)c1ccc(F)cc1	-7%	?	-17%	-6%	-11%	1%	4%	-6%	5
CC(C)c1ccc(N2C(=O)CSC23C(=O)N(Cc2ccccc2)c2ccccc23)cc1 (stereo not given)	.	-4%	-21%	3%	37%[activator]	-5%	0%	-8%	0
CCC(CC)C(=O)Nc1nnc(S(=O)(=O)N(C)c2cc(C)cc(C)c2)s1	.	0%	-8%	-18%	12%	-5%	2%	-8%	-3
C[C@H]1CC[C@]2(O[C@@H](CCO)C[C@@H](O)[C@@H]2O)O1	.	.	1%	-6%	?	-3%	.	.	-4
COc1ccccc1OCCn1c(=O)oc2ccc(C)cc21	-4%	2%	-6%	-14%	23%	2%	-21%	-1%	-6
CN(Cc1ccccc1)c1ccc(N2C(=O)CCCC2=O)cc1[N+](=O)[O-]	-3%	?	-8%	3%	15%	-11%	-25%	0%	-6
CN(Cc1cccc(F)c1)C(=O)CNS(=O)(=O)c1ccc2ccccc2c1	24%	-1%	-7%	2%	17%	-4%	19%	0%	2
CC(=O)Nc1ccc(S(=O)(=O)N(CC(=O)NC2CC2)Cc2ccccc2)cc1	5%	.	?	-6%	20%	1%	.	.	-13
COc1ccc(-c2nc(N)ncc2-c2csc(C)n2)c(O)c1OC	-4%	-5%	-3%	-13%	3%	-3%	2%	3%	2
Cc1cc(C)c(CSc2ncnc3nc[nH]c23)c(C)c1	7%	-13%	-21%	-13%	22%	-2%	0%	0%	-9
O=C(NC1CCCCC1)c1cc2c(Cl)nc3ccccc3c2s1	.	5%	1%	6%	1%	-3%	20%	0%	-1
O=C(O)c1ccc(NS(=O)(=O)/C=C/c2ccccc2)cc1	-2%	-2%	-9%	10%	-10%	-2%	-8%	1%	2
Nc1nnc(SCC(=O)c2ccc3c(c2)NC(=O)CO3)s1	-2%	-8%	-15%	1%	10%	2%	2%	-2%	-2
Cc1coc(C)c1C(=O)CC1(O)C(=O)N(Cc2ccccc2)c2ccccc21 (stereo not given)	-5%	?	0%	-8%	?	-1%	31%	-13%	2
CCOC(=O)c1[nH]c2ccc(OC)cc2c1NC(=O)C(C)N1CCC2(CC1)OCCO2 (stereo not given)	-1%	-11%	.	.	.	.	18%	3%	.
c1ccc(-c2csc(CN3CCCCC3)n2)cc1	.	.	-21%	3%	5%	-6%	.	.	-11
CCC(=O)Nc1sc2c(c1C#N)CC(C)(CC)OC2 (stereo not given)	13%	?	1%	-16%	8%	1%	50%	-2%	0
Cc1cc(C)cc(NC(=O)C(=O)NCC(c2cccnc2)N2CCc3ccccc3C2)c1 (stereo not given)	.	-8%	-18%	5%	43%[activator]	-2%	10%	2%	-1
O=C(CS(=O)(=O)c1cccc2nsnc12)Nc1ccc(F)cc1F	.	-16%	-8%	-17%[60.1 µM]	19%	-4%	3%	3%	-6
CC(C)(C)C(=O)Nc1nc(NC(=O)C(C)(C)C)nc(-c2ccccc2Cl)n1	?	7%	-13%	6%	-15%	0%	10%	-3%	-2
Cc1ccc2nc(-c3cccc(SC4CCCCC4)c3)c(NC3CCCCC3)n2c1	5%	.	-11%	-4%	?	-4%	.	.	1&0
CCOc1ccc(NC(=O)CN(Cc2ccccc2)S(=O)(=O)c2ccc3nc(C)sc3c2)cc1	.	2%	-7%	-3%	-14%	-3%	7%	-3%	1
Cc1nnc(NC(=O)C(C)Oc2ccc3c(C)cc(=O)oc3c2)s1 (stereo not given)	11%	2%	?	-17%	10%	-3%	8%	-5%	-9
CC(C)CCn1nnnc1C(c1ccccc1)N1CCC(C(N)=O)CC1 (stereo not given)	6%	-13%	1%	-7%	12%	-4%	7%	-4%	-8
Cn1nc(C(=O)NCc2cccs2)c2ccccc2c1=O	22%	-9%	-2%	5%	19%	0%	6%	-3%	-3
CC1CCCC(NC(=O)CCS(=O)(=O)c2ccc3c(c2)NC(=O)CS3)C1C (stereo not given)	30%	?	-12%	8%	10%	7%	9%	1%	-9
c1ccc(C(c2ccccc2)N2CCN(c3nc4ccccc4n4cnnc34)CC2)cc1	-9%	-8%	-19%	-11%	-1%	-6%	12%	-10%	-1
CN(C)c1nc(OCCNC(=O)Nc2ccccc2)nc(N2CCOCC2)n1	-8%	-10%	-7%	7%	?	1%	8%	-1%	1
Cc1nc(-c2ccccc2)sc1-c1ccc(SCC(=O)Nc2ccc(F)cc2F)nn1	.	-9%	-5%	?	2%	-4%	5%	1%	-5
COc1ccc(-c2nsc(SCC(=O)NCC3CCCO3)n2)cc1 (stereo not given)	-2%	-11%	-23%	0%	25%	3%	-18%	-8%	-3
COC(C(=O)Nc1cccc([N+](=O)[O-])c1)c1ccccc1 (stereo not given)	-1%	-7%	-24%	7%	22%	-2%	-1%	-2%	-5
O=C(NN1C(=O)/C(=C/c2ccc(O)c(O)c2)SC1=S)c1ccccc1	12%	?	1.1µM*	40µM*	22µM*	?	18µM*	-29%	21
Cc1noc(C)c1S(=O)(=O)Nc1ccc(C(=O)N2CCC(C)CC2)cc1	2%	-4%	.	.	.	.	3%	0%	.
Cc1ccc(-n2ncc3c2CCCC3NC(=O)c2csnn2)cc1C (stereo not given)	9%	-18%	-9%	19%	-1%	-4%	5%	-4%	1
CCSC1=C(C#N)C(c2ccc(C)o2)CC(=O)N1 (stereo not given)	22%	-4%	-5%	-8%	60%[activator]	4%	40%	-1%	-3
OCC[C@H]1C[C@H](O)[C@@H](O)[C@]2(CCCO2)O1	.	.	1%	-1%	-21%	-3%	.	.	-9
O=C(c1ccc(Cl)cc1)N1CCN(c2ncccn2)CC1	39%	6%	-8%	1%	144%[activator]	-3%	10%	-2%	-1
O=C(CC1SC(=Nc2ccc(O)cc2)NC1=O)Nc1ccccc1 (stereo not given)	-3%	5%	-15%	8%	19%	-3%	6%	-8%	-2
CN1CCc2c(sc3nc(SCC(=O)N4CCOCC4)n(-c4ccc(Cl)cc4)c(=O)c23)C1	-11%	1%	-15%	-6%	2%	-3%	1%	0%	1
CC1CCN(CCCCOc2ccccc2F)CC1	24%	3%	1%	5%	12%	-5%	-1%	1%	-9
CCOC(=O)c1cc2sccc2n1CCCN1C(=O)c2ccccc2C1=O	-7%	?	-6%	-6%	-17%	0%	13%	-7%	2
CCCN(C(=O)c1ccco1)c1nnc(-c2cccc(C)c2)s1	11%	?	-8%	-10%	-10%	6%	-1%	-7%	-6
CCc1nn2c(=O)cc(COC(=O)c3cccc(NC(=O)CCc4ccccc4)c3)nc2s1	.	-4%	-3%	-4%[60.1 µM]	7%	-3%	7%	-2%	-18
CC(=O)c1ccc(N2CCN(S(=O)(=O)c3c(C(=O)N4CCCCC4)c(C)n(C)c3C)CC2)cc1	-17%	-14%	-3%	-11%	20%	5%	3%	3%	-9

Reformatted with two lines to a compound: entries from further up.
Every second line gives: APE1 inh, Apoferritin bind, Pol eta inh, Pol kappa inh, Pol iota inh, GRP78 ERSR act, POLB inh, BLM helicase inh, LDHA block
Cc1noc(C)c1S(=O)(=O)Nc1ccc(C(=O)N2CCC(C)CC2)cc1
 : 2%, -4%, ., ., ., ., 3%, 0%, .
Cc1ccc(-n2ncc3c2CCCC3NC(=O)c2csnn2)cc1C (stereo not given)
 : 9%, -18%, -9%, 19%, -1%, -4%, 5%, -4%, 1
CCSC1=C(C#N)C(c2ccc(C)o2)CC(=O)N1 (stereo not given)
 : 22%, -4%, -5%, -8%, 60%[activator], 4%, 40%, -1%, -3
OCC[C@H]1C[C@H](O)[C@@H](O)[C@]2(CCCO2)O1
 : ., ., 1%, -1%, -21%, -3%, ., ., -9

The results go on:
SMILES	APE1 inh	Apoferritin bind	Pol eta inh	Pol kappa inh	Pol iota inh	GRP78 ERSR act	POLB inh	BLM helicase inh	LDHA block
COc1ccccc1N1CCN(CC(=O)Nc2nc(C)c(C(=O)N(C)C)s2)CC1	?	-3%	-1%	-13%	?	-2%	1%	-2%	-6
COc1ccc(N2CCN(CCC(=O)c3ccc4ccccc4c3)CC2)cc1	3%	-7%	-9%	22%	-6%	-13%	?	-3%	2
Cc1cc(C(=O)C(C)OC(=O)C2=NNC(=O)CC2)c(C)n1-c1ccc(OC(F)F)cc1 (stereo not given)	?	?	-5%	0%	-6%	-3%	?	-8%	-8
CCCN1CCN(C(=O)CCCNC(=O)c2ccc(Cl)cc2)CC1	38%	0%	-8%	0%	-8%	1%	2%	-2%	-11
CC1CCC(NC(=O)C2CC(=O)N(c3ccc4c(c3)OCCO4)C2)CC1 (stereo not given)	-2%	-6%	-11%	-6%	44%[activator]	-2%	-3%	-14%	-5
O=C(CSc1ncnc2c1cnn2CCO)Nc1cccc(C(F)(F)F)c1	4%	7%	-9%	-10%	18%	-6%	81%	0%	1
O=C(c1cc2c(s1)CCC2)N1CCN(c2ccccc2)CC1	?	-21%	10µM*	?	25µM*	1%	18µM*	13µM*	-3
CC[C@@]12C(=O)N(c3ccc(OC)cc3)C(=O)N1[C@H](c1ccc(Cl)cc1)[C@@H]1C(=O)N(C3CCCCC3)C(=O)[C@@H]12	-6%	-13%	?	11%	25%	-3%	14%	-11%	-3
O=C(Nc1ccc(F)cc1)Nc1ccc(Oc2ncnc3cc(Cl)ccc23)nc1	-5%	6%	-13%	4%	89%[activator]	1%	?	-3%	-6
